# Screens: PubChem, several laboratories
# NADH coupling: inhibitors of enzymes used to reach an NAD/NADH endpoint; coupled PK/LDH NADH assays, four targets; IC50, µM (top dose mostly 10 µM), without a hit: at the top dose inhibition; 0.02% of 65,000 active;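 active = single-dose screening hits from any of four coupled enzyme assays that gave an IC50 when retested across doses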;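 also: the DPM-DC format reads NADH fluorescence rather than 340 nm absorbance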
# MMP13 inh: inhibitors of human MMP13; MMP-13 fTHP FRET cleavage, Mca fluorescence; inhibition, % at 4 µM; P45452; AID 570; 0.07% of 65,000 active;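 active = inhibition above the mean of compound-free control plate wells plus 3 SD, cut at about 14% in these data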;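 also: 0% = DMSO wells and 100% = wells with reference MMP-13 inhibitor after basal subtraction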
# PKA kinase inh: inhibitors of human protein kinase A; inhibition, % at 6 µM; PKA Kemptide phosphorylation, Kinase-Glo ATP luminescence; AID 524; 0.1% of 65,000 active;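 active = inhibition above the screen-wide mean inhibition plus 3 SD, cut at about 21% in these data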; also: many of its hits are not listed in these tables
# ROCK2 inh: blocks human Rho kinase 2 activity; purified ROCK2, Kinase-Glo ATP depletion luminescence; inhibition, % at 6 µM; 0.35% of 60,000 active; AID 604;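 active = inhibition above the screen-wide mean inhibition plus 3 SD, cut at about 18% in these data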;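 also: plate controls were DMSO wells for no effect and Y-27632 control wells after no-enzyme background subtraction for full effect; many of its hits are not listed in these tables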
# Target sequence (O75116 whole entry, looked up): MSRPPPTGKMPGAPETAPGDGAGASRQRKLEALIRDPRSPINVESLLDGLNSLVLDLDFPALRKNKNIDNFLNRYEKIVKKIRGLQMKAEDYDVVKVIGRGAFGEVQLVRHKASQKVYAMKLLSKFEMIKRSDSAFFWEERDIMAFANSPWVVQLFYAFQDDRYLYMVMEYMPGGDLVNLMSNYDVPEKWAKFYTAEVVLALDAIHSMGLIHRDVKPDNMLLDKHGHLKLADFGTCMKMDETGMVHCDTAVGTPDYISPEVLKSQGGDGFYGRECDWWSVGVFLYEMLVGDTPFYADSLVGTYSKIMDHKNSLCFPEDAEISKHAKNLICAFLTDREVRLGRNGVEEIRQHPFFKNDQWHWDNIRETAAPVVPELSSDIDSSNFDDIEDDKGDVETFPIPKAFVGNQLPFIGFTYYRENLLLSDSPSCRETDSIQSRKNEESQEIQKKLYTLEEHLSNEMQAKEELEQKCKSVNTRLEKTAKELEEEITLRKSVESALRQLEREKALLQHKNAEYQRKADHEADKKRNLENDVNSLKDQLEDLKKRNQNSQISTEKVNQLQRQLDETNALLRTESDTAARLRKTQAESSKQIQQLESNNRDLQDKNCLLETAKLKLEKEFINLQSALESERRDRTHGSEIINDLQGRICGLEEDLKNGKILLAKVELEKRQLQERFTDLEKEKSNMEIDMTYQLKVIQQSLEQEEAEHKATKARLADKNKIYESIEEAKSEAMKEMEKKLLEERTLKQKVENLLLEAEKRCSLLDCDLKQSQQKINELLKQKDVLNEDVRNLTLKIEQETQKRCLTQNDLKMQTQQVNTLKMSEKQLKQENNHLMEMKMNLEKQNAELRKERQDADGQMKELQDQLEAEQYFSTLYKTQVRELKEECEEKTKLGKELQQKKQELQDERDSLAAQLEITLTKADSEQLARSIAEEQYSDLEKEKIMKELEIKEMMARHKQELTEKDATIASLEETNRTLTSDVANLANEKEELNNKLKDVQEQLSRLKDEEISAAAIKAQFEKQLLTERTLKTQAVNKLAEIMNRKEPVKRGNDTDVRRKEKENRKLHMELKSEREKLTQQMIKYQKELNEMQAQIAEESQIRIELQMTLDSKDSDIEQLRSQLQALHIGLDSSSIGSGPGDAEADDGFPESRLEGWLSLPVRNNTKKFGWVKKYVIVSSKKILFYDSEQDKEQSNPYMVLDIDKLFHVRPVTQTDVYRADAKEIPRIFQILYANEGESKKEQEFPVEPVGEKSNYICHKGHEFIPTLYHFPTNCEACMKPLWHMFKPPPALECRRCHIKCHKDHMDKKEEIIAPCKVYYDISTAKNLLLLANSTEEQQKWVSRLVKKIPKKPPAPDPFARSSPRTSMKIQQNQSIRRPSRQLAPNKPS
# JNK3 inh: JNK3 (human) kinase inhibition; P53779; purified JNK3 kinase activity, HTS; inhibition, % at 8 µM; 0.61% of 60,000 active; AID 746; in the data active = inhibition above about 17%;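 also: 0% = DMSO and 100% = reference inhibitor; many of its hits are not listed in these tables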
# Ecoli tolC: growth inhibitors of E. coli BW25113 tolC mutant. OD615. growth inhibition, % at 10 µM (by protocol). 2.2% of 65,000 active. AID 573;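 active = growth inhibition at or above a cutoff equal to the mean over every tested compound plus 3 SD, cut at about 60% in these data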;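 also: growth measured after 20 h incubation at 37 °C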
#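 Assay system: tolC-deleted E. coli BW25113. Medium: kanamycin-containing LB broth (50 µg/mL). Dosing: 10 µM final, single dose. Timing: bacterial growth with compound for 20 h at 37 °C. Detection: A615 absorbance measurement. Read-out basis: growth inhibition in percent.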
# Fluor 339 460: intrinsic fluorescence of library compounds, ex339/em460 – biochemical, MLSMR library, data from DPM-DC assay, artefact control, profiling panel | fluorescence fold increase at 10 µM | compound autofluorescence, ex339/em460 nm, NADH buffer; hits give high values; 1 = no-compound wells, NADH background | 5.5% of 65,000 active;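 active = at 10 µM, mean starting fluorescence two-fold or more over control wells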;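 also: signal is the first read of a kinetic run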
# Abs 340nm: absorbance at 340 nm. compound absorbance at 340 nm, fold over control. fold change at 10 µM. 65,000 tested, under 10 active. AID 708;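 active = at 10 µM dose, initial 340 nm absorbance at least 2 fold that of control wells; inactive = change under 2 fold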;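 also: initial absorbance extrapolated from kinetic A340 decline of NADH oxidation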
# HEK293 NFkB inh: lowers PMA/ionomycin-induced NF-kB signal in HEK293 cells | HEK-293 NF-kB luciferase reporter, luminescence | inhibition, % at 3 µM | 0.21% of 62,000 active;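 active = inhibition above the mean of all tested compounds plus 3 SD, cut at about 40% in these data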;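 also: 0% = stimulated DMSO wells and 100% = 10 µM reference inhibitor 5653914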
#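 Reagent: PMA plus ionomycin mix as NF-kB-activating stimulus. Assay system: NF-kB luciferase reporter HEK-293 cells. Technique: luminescence from luciferase substrate reagent. Incubation: 1 h compound pre-incubation, 16 h PMA/ionomycin at 37 °C. Benchmarks: DMSO only as uninhibited control, 10 µM reference inhibitor as full inhibition. Repeats: tested once.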
# Active calls of the source: *; / = not tested or not shown; [ ] = another dose, or the depositor's remark. A portion of the library. The share of hits here may be higher or lower than overall.
# Value order – JNK3 inh	Abs 340nm	PKA kinase inh	HEK293 NFkB inh	Fluor 339 460	NADH coupling	Ecoli tolC	MMP13 inh	ROCK2 inh
Nc1cc(CN2C(=O)c3ccccc3C2=O)cc(Cl)c1O
    15	0.99	5	10	1	1%	11	4	-1
COc1cccc(N2CC(C(=O)Nc3c(C)cccc3C)CC2=O)c1 (stereo unspecified)
    1	1	5	13	1.1	7%	-6	5	-1
CC(C)(C)c1ccc(-c2nnc(SCC(=O)O)n2N)cc1
    -4	1	14	6	1.1	5%	-22	4	5
O=C(c1nc2nc(-c3ccccc3)cc(C(F)(F)F)n2n1)N1CCCCC1
    -5	1.1	-7	18	1.4	5%	-5	-3	-1
Cc1ccc2c(c1)CCCN2C(=O)c1c(C)noc1C
    -4	1	5	5	1.1	7%	-7	-3	5
N#Cc1c(N)nc2c(c1-c1cccc(O)c1)CCCCCC2
    5	1	4	26	1.5	12%	43	-10	-1
Cc1cc(NC(=O)NC(=O)c2cccc(OC(F)(F)C(F)F)c2)n[nH]1
    3	0.99	-4	-33	1.1	2%	-10	3	-2
CCOc1ccc(Cc2nn[nH]n2)cc1
    -3	1	-3	10	1	2%	-12	1	0
CCCc1ccc(OCc2ccc(C(=O)OC)o2)c(OC)c1
    -1	1.1	7	-41	1.1	8%	17	4	4
CC(=O)Nc1ccc2nc(-c3cccs3)[nH]c2c1
    1	1.1	-3	-3	2.3*	5%[fluoresces]	-3	-380[fluorescence artefact?]	0
O=C(COc1ncnc2ccccc12)N1CCN(C(=O)c2ccco2)CC1
    7	1	5	9	0.94	5%	-7	1	5
O=C1c2ccccc2C(=O)N1Cc1nc(-c2cccnc2)no1
    1	1.1	9	9	1.1	8%	-11	-2	11
COc1ccccc1NC(=O)Cn1nc(C(F)(F)F)c2c1CCCC2
    0	1	10	12	1.1	4%	29	0	6
COc1ccccc1CNCc1cc(OC)c(OC)cc1OC
    4	1.1	6	4	1.1	25%	-12	-13	7
CC1(c2ccc(Cl)cc2Cl)OCC(Cn2ccnc2)O1 (stereo unspecified)
    -3	1.1	0	20	1.1	3%	8	-2	-3
CCc1nnc(NC(=O)CSc2nnc(CNc3ccc(Cl)cc3)o2)s1
    3	1	12	0	1.1	8%	-8	-3	6
COCCNCC#CCOc1ccc(OC)cc1
    2	1.1	5	-11	1.1	6%	-24	1	4
CCOc1ccc(C(=O)N(C)C2CCS(=O)(=O)C2)cc1 (stereo unspecified)
    -2	1.1	7	-2	1	6%	-3	-2	8
Cc1c(C(=O)O)oc2ccc(S(=O)(=O)NCCC3=CCCCC3)cc12
    1	0.99	9	2	1	2%	15	0	4
CCn1c(COc2cccc3cccnc23)nnc1SCC(=O)O
    -1	1	4	16	1.1	1%	-10	-3	4
Cn1c(C(=O)NCCN2CCc3ccccc3C2)cc2c(=O)[nH]c3ccccc3c21
    -2	1	3	-8	1.4	8%	9	-5	2
CN(C)CCCNC(=O)CC(c1ccc(F)cc1)c1ccco1 (stereo unspecified)
    /	1	8	4	1.1	2%	-11	2	/
O=C(c1ccc2c(c1)OCO2)N(CC1CCCO1)C1(C(=O)NC2CCCC2)CCCCC1 (stereo unspecified)
    /	1	-3	23	1.1	6%	0	3	/
COc1ccccc1N1CCN(C/C(C)=C/c2ccccc2)CC1
    5	1	10	11	1.1	3%	0	-1	6
O=C1CCCN1CCCN1C(=O)N[C@@H](Cc2ccccc2)C1=O
    4	1	4	1	1.1	12%	-16	6	3
CCOC(=O)CN(C(=O)CNC(=O)c1ccco1)C(C(=O)NC1CCCC1)c1ccccc1OCC (stereo unspecified)
    3	1	3	19	1.1	5%	-8	-5	2
CCC(NS(=O)(=O)c1ccc(OC)cc1)C(=O)O (stereo unspecified)
    3	1.1	4	-9	1.1	0%	3	2	-1
COc1ccccc1-c1cc(C(=O)N2CCN(c3ccc(F)cc3)CC2)no1
    8	0.98	2	11	1.1	3%	5	0	2
O=C(Oc1ccc(Cl)c2cccnc12)N1CCCCC1
    -2	1	4	3	1.3	2%	-10	-25	1
O=C(COC(=O)c1cc(-c2cccs2)nc2ccccc12)NCc1ccco1
    4	1	-7	-1	4.9*	9%[fluoresces]	1	-71[fluorescence artefact?]	0
COc1ccc(S(=O)(=O)N2CCCC(C(=O)Nc3cccc(C(C)=O)c3)C2)cc1 (stereo unspecified)
    -2	1	-2	11	1.2	3%	39	-5	-1
CC(C)(C)NC(=O)COc1ccc(CNn2nnnc2N)cc1
    /	1	-2	10	1.1	5%	-5	5	/
CCCCCn1c(=O)[nH]c2cc(C(=O)NCCCN(CC)CC)ccc2c1=O
    /	1.1	3	12	1.6	4%	15	-10	/
O=C(O)C1C2CCCCC2=C2CCCCC2C1C(=O)O (stereo unspecified)
    -9	1	4	11	1.1	3%	-11	2	5
COCc1cc(=O)n2[nH]c(C)cc2n1
    7	0.98	5	0	1.8	7%	-10	-25	9
Cc1nnc(NC(=O)C2COc3ccccc3O2)s1 (stereo unspecified)
    7	1	5	-18	1.1	0%	4	3	6
O=C(CSCc1ccco1)Nc1cc(C(F)(F)F)ccc1N1CCOCC1
    /	1	-1	11	1.1	9%	44	7	/
COc1ccc(C(=O)Nn2cc3c(c2-c2ccccc2)c(=O)n(C)c(=O)n3C)cc1
    7	1.1	-1	10	1.4	2%	-4	-1	2
Cc1cc(C)nc(-n2nc(C)c(Oc3ccccc3O)c2C)n1
    6	1.1	0	15	1.1	1%	3	4	1
Fc1ccc(-c2nnc(NC3=NCCCCC3)o2)cc1
    0	1	-14	26	1.1	7%	-22	-2	-23
COc1nc2c(C)cccc2cc1-c1noc(-c2ccncc2)n1
    -10	1	2	0	1.3	8%	-3	-2	-1
O=C(CSc1ncnc2c1nnn2-c1ccc(F)cc1)N1CCN(c2ccccc2)CC1
    /	1.1	1	15	1	2%	11	6	/
COc1cccc(N2C(=O)Nc3ccccc3C2(O)C(=O)NCc2ccc3c(c2)OCO3)c1 (stereo unspecified)
    /	1	-2	19	0.92	4%	2	-3	/
O=C(NC1CCCCC1)C(c1cccs1)N(Cc1cccs1)C(=O)c1ccco1 (stereo unspecified)
    2	1	8	11	1	5%	56	0	4
CCOC(=O)CSc1nc2ccccc2n1CC(=O)NC(C)(C)C
    8	0.99	-10	14	1.1	9%	11	2	3

# Part of the list above, set out differently:
> COCc1cc(=O)n2[nH]c(C)cc2n1
  JNK3 inh: 7
  Abs 340nm: 0.98
  PKA kinase inh: 5
  HEK293 NFkB inh: 0
  Fluor 339 460: 1.8
  NADH coupling: 7%
  Ecoli tolC: -10
  MMP13 inh: -25
  ROCK2 inh: 9

> Cc1nnc(NC(=O)C2COc3ccccc3O2)s1 (stereo unspecified)
  JNK3 inh: 7
  Abs 340nm: 1
  PKA kinase inh: 5
  HEK293 NFkB inh: -18
  Fluor 339 460: 1.1
  NADH coupling: 0%
  Ecoli tolC: 4
  MMP13 inh: 3
  ROCK2 inh: 6

# Next part:
# Value order – JNK3 inh	Abs 340nm	PKA kinase inh	HEK293 NFkB inh	Fluor 339 460	NADH coupling	Ecoli tolC	MMP13 inh	ROCK2 inh
Cc1ccc(O)c(-c2cc(C(F)(F)C(F)F)[nH]n2)c1
    /	1	4	14	0.83	5%	37	-6	/
CCCS(=O)(=O)C(=C1NCCO1)S(=O)(=O)CCC
    3	1	-2	19	1.1	6%	-22	5	0
c1ccc2c(c1)nc(NC1CCCCC1)c1nncn12
    4	1	11	14	1.1	1%	6	4	4
CCc1ccc(-c2nc(CSCC(=O)N3CCN(c4ccccn4)CC3)c(C)o2)cc1
    0	1	4	11	1.1	3%	35	-10	0
CCOC(=O)CCc1c(C)c2ccc(OCC(=O)N(CC)CC)c(C)c2oc1=O
    0	1.1	0	9	3.8*	5%[fluoresces]	3	-155[fluorescence artefact?]	7
C/C(NC(=O)c1ccccc1F)=C1\C(=O)C[C@@H]2[C@H]1C2(C)C
    6	1.1	3	/	1.1	0%	7	2	8
CCc1n[nH]c2c1/C(=N\O)CC(c1ccccc1)C2 (stereo unspecified)
    6	0.99	0	7	1.1	7%	12	-3	1
C=CCn1c(SCC(=O)c2ccc(NS(=O)(=O)c3ccccc3)cc2)nnc1-c1cccs1
    1	1.1	5	/	1	2%	3	-2	3
C=CCCC(=O)Nc1ccc(COC(=O)N2CCOCC2)cc1
    1	1	6	10	1.1	5%	-12	1	5
O=C(CSc1oc(-c2cccs2)nc1S(=O)(=O)c1ccc(F)cc1)NCC1CCCO1 (stereo unspecified)
    1	1.1	2	0	1.2	2%	8	-8	-1
CCC(C)NC(=O)C1c2ccccc2C(=O)N1Cc1ccccc1OC (stereo unspecified)
    -5	1	1	14	1.2	3%	2	2	4
Cn1c(=O)c2c(nc(Br)n2CCSc2nnnn2-c2ccccc2)n(C)c1=O
    -1	1	3	22	1	3%	6	-3	6
Cc1c(N=Cc2nc3ccccc3[nH]2)c(=O)n(-c2ccccc2)n1C
    /	1.4	-3	6	1	4%	-8	-2	/
O=C(O)C1CCCCC1C(=O)NC1CCCCC1 (stereo unspecified)
    -5	1	-6	-2	1.1	5%	-19	4	-4
O=C1C(=O)N(CCOCCO)C(c2ccccn2)/C1=C(\O)c1ccccc1 (stereo unspecified)
    4	1.1	2	-5	1	4%	-25	-6	3
c1ccc(CSc2nnc(-c3cccs3)o2)cc1
    -2	0.98	2	-21	1.1	7%	17	2	6
Cc1cc(C)c(OCC(=O)Nc2ccccc2N2CCOCC2)c(C)c1
    1	1	-4	24	1.1	6%	9	7	1
Cc1ccsc1C=Nc1c(C)n(C)n(-c2ccccc2)c1=O
    -6	1.1	8	19	1.1	3%	1	-2	4
Cc1ccc(NC(=O)C2CCCN(S(=O)(=O)c3cccs3)C2)cc1 (stereo unspecified)
    0	1.1	4	5	1.2	3%	-9	-1	2
CCOC(=O)c1ccc(-c2ccc(C(=O)Nc3cccnc3)o2)cc1
    -2	1.2	-2	-45	1.3	1%	6	-2	17
COc1cc2c(cc1OC)/C(=C/C#N)NC(C)(C)C2
    -12	1.1	1	12	1.2	5%	-2	-10	-4
CS(=O)(=O)CCC(C(=O)N1CCOCC1)N1C(=O)c2cc(Cl)c(Cl)cc2C1=O (stereo unspecified)
    -5	1	6	17	1.1	2%	-9	-1	3
COc1ccc(CNC(=O)Cc2nn(C)c(=O)c3ccccc23)cc1
    /	1.1	-5	17	1.1	6%	0	5	/
C#CCOC(=O)CCC(=O)Nc1cc(OC)nc(OC)n1
    -13	1	-5	13	1.1	4%	-13	4	-2
O=C1NC2CCCCC2NC1CC(=O)N1CCN(c2ccccc2)CC1 (stereo unspecified)
    7	1	13	17	1.1	9%	-18	5	7
CN1CCN(CCCNC(=O)c2cc3c(-c4ccc(Cl)cc4)nn(C)c3s2)CC1
    4	1.1	6	17	2.1*	3%[fluoresces]	26	-116[fluorescence artefact?]	7
N#CC1=C(N)Oc2n[nH]c(-c3ccccc3)c2C1c1cccnc1 (stereo unspecified)
    0	1	-1	6	1.1	4%	2	2	-1
Cc1cccc(/N=C/c2c(O)[nH]c3ccccc23)n1
    30*	1.1	6	-16	1.1	4%	-1	1	5
Cc1nc2sc(C(c3cccs3)N3CCN(C(=O)c4ccco4)CC3)c(O)n2n1 (stereo unspecified)
    -6	1.1	-4	14	1	5%	-17	2	0
COc1ccc(OC)c(C2C(C(=O)Nc3ccccc3OC)=C(C)Nc3nc(CCCO)nn32)c1 (stereo unspecified)
    -1	1.1	-6	4	1.1	7%	-2	1	3
COc1ccc(-c2nc3ccccc3c(=O)n2CCCN2CCOCC2)cc1
    1	1	10	3	1.1	4%	1	0	8
